TDP1 inh: inhibitors of human tyrosyl-DNA phosphodiesterase TDP1. Q9NUW8. recombinant TDP1, AlphaScreen DNA substrate cleavage. Potency, µM (top dose mostly 130 µM), for the others: top-dose activity change, negative = inhibition, usual class: inhibitors. 350,000 compounds, 0.28% hits. AID 485290; also: nearly all actives have a fitted effect of over 40% in size
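Signal: AlphaScreen proximity between streptavidin donor and anti-FITC acceptor beads on intact substrate. Reaction: Tdp1 1 nM, substrate 15 nM final, 5 min RT after 15 min compound preincubation.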
KAT2A inh: GCN5L2 (KAT2A) acetyltransferase inhibition. GCN5L2 HAT assay, ThioGlo1 CoA-SH fluorescence. Q92830. AID 504327. 390,000 compounds, 0.21% hits. Potency, µM (titrated, usually from 58.9 µM), for the others: top-dose activity change, negative = inhibition, actives largely listed as inhibitors
Target sequence (Q92830 whole entry, looked up): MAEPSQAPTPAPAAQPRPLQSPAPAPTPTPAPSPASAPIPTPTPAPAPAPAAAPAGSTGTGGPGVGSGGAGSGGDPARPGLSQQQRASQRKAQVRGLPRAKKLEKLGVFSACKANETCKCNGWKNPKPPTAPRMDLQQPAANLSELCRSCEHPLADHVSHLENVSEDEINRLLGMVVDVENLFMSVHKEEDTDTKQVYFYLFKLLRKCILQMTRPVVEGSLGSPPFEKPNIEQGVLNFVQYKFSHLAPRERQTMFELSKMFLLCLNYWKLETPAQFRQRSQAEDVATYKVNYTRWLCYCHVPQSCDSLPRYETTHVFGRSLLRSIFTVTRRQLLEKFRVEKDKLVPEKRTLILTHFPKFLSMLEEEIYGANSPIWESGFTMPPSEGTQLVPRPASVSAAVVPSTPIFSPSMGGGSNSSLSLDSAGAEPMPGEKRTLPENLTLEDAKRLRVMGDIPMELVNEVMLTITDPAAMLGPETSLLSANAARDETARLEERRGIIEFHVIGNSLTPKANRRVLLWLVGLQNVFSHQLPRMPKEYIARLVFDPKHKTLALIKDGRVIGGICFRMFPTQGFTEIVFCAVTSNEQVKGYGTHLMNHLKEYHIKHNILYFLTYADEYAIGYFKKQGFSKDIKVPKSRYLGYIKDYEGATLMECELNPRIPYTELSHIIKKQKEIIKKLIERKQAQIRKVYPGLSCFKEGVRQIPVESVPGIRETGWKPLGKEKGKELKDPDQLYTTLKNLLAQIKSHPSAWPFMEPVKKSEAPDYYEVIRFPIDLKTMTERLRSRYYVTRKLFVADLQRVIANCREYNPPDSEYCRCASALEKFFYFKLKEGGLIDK
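GCN5L2 (20 nM) in 50mM HEPES pH 7.5, 0.1mM EDTA, 0.01% Tween-20 preincubated 15 min with compounds at room temperature. Reaction started with H3(1-25) 75uM, acetyl-CoA 70uM, ThioGlo1 50uM; CoA-thiol fluorescence (Ex340/Em540) read at 0 and 20 min.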
DT40 TDP1 no CPT: qHTS for Inhibitors of human tyrosyl-DNA phosphodiesterase 1 (TDP1): qHTS in cells in absence of CPT. DT40 Tdp1-/- hTDP1 cells, no CPT, ATP luminescence, 48 h. Potency, µM (titrated, usually from 46.2 µM), for inactives: at the highest dose activity change, negative = growth inhibition, usual class: inhibitors. 420,000 compounds, 15% hits. AID 686978, 2013; also: nearly all actives have a fitted effect of over 55% in size
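Chicken DT40 Tdp1-/- cells stably complemented with human TDP1 were seeded at 400 cells/well with DMSO in place of 20 nM camptothecin. After compound pinning, cells grew at least 48 hr at 37 °C; viability read by CellTiter-Glo luminescence.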
* = called active by the depositor; u = inconclusive; x = not tested or not shown; & = joins results of further samples; ! = not confirmed by another sample; [ ] = dose if it differs, or a comment. Calls follow the shape of the dose curve; as a rule, active = well fitted curve in the direction sought with a large enough effect; inconclusive = small, poorly fitted or top-dose-only effect, or another doubt; inactive = no such curve, though single readings can be large; an effect the other way counts as inactive or inconclusive. % is scaled to controls: 0 for no effect and ±100 for the full control effect; potency is read from the fitted curve at half-maximal effect.

SMILES | TDP1 inh | KAT2A inh | DT40 TDP1 no CPT
CC(C)C(=O)Nc1nc2c(c(=O)[nH]1)CCCC2 | 3% | -9% | -44%
CN1CCN(C(=O)C2CCN(c3ncc(C(F)(F)F)cc3Cl)CC2)CC1 | -5% | 1% | 21µM*
COc1ccc(/C=C(\C#N)C(=O)N2CCOCC2)cc1Br | 1% | -5% | -6%
Cc1cccc(NS(=O)(=O)c2ccc(C)c(C(=O)NCc3cccnc3)c2)c1 | 0% | -1% | -12%
CC(=O)c1c(C)[nH]c(C(=O)OCC(=O)Nc2cc(C)on2)c1C | 2% | 1% | -22%
Cc1cccc(NC(=O)CN(c2ccc(F)cc2)S(C)(=O)=O)c1 | -6% | -7% | u
CS(=O)(=O)N1CCc2cc(C(=O)N3CCCC3)ccc21 | 4% | -5% | 11%
COc1ccc(C(=O)Nc2ccccc2-c2nnn(CC(=O)N3CCOCC3)n2)cc1 | 4% | 38%[activator] | u
COc1ccccc1S(=O)(=O)Nc1ccc(-c2nnc3n2CCCCC3)cc1 | 6% | -15% | -27%
CC(=O)c1ccc(NC(=O)CSc2nnc3c(n2)[nH]c2ccccc23)cc1 | -2% | -16% | 16µM*
Cc1ccc(-c2csc(NC(=O)c3ccno3)n2)cc1 | 4% | -5% | -23%
CCOc1ccc(CNC(=O)Cn2c(=O)c3cccn3c3ccc(F)cc32)cc1OC | 3% | -2% | -22%
OCC1(CO)COC(CCc2ccccc2)=N1 | x | 1% | 0%
COC(=O)N/N=C1\CCCc2ccccc21 | 0% | 1% | 5%
Cc1ccc(C)c(NC(=O)CN(C)C(C)C(=O)N2CCCC2)c1 (stereo unspecified) | -3% | 3% | -4%
CC(C)(C)C(=O)Nc1ccccc1C(=O)OCC(=O)c1ccc2c(c1)OCCO2 | 1% | -8% | u
O=C(Cn1c(-c2ccccn2)nc2ccccc21)NCCN1CCOCC1 | 1% | 1% | -14%
COc1ccc(Cl)cc1NC(=O)CN(C)CC(=O)NCc1cccs1 | 1% | 0% | u
CCC(C)c1ccc(S(=O)(=O)N2CCN(CC(O)COCC3CCCO3)CC2)cc1 (stereo unspecified) | -5% | -1% | -12%
CC(=O)NS(=O)(=O)c1ccc(NC(=O)c2ccc(-n3nc(C)cc3C)cc2)cc1 | -3% | 5% | 8%

The last two compounds of the section above are carried over, then new ones follow:
SMILES | TDP1 inh | KAT2A inh | DT40 TDP1 no CPT
CCC(C)c1ccc(S(=O)(=O)N2CCN(CC(O)COCC3CCCO3)CC2)cc1 (stereo unspecified) | -5% | -1% | -12%
CC(=O)NS(=O)(=O)c1ccc(NC(=O)c2ccc(-n3nc(C)cc3C)cc2)cc1 | -3% | 5% | 8%
COc1ccc(CCN=C(NS(=O)(=O)c2ccc(Cl)cc2)c2ccccc2)cc1 | -1% | 0% | u
Cc1cc(C)nc(N2CCCC(C(=O)Nc3nc4ccc(S(C)(=O)=O)cc4s3)C2)n1 (stereo unspecified) | 8% | -3% | u
Cc1cc(Br)ccc1NC(=O)CNC(=O)CSc1ncccn1 | 1% | -4% | -14%
CN(C)CCN(C(=O)/C=C/c1cccs1)c1nc2ccc(Br)cc2s1 | 3% | -4% | u
CC(=O)c1ccc(S(=O)(=O)NCCC(=O)OCC(=O)N2CCCC2=O)cc1 | -9% | -2% | -21%
CC(=O)NC(c1ccc([N+](=O)[O-])cc1)c1c(O)ccc2ccccc12 (stereo unspecified) | 6% | -5% | u
Cc1nc(NC(=O)/C=C/c2ccccc2)sc1C(=O)Nc1cccc(Cl)c1 | 3% | -1% | u
COc1ccccc1OCc1nc(-c2cccc(C)c2)no1 | -8% | -10% | -29%
N=c1c2ccccc2nnn1-c1cccc(C(F)(F)F)c1 | -2% | 2% | -29%
COc1ccc2cc(C#N)c(Cl)nc2c1 | -3% | 3% | -18%
Cc1cc(C(=O)CSc2nnc(-c3ccco3)o2)c(C)n1Cc1ccco1 | 5% | -13% | 23µM*
O=C(c1cc(C2CC2)nn1-c1ccccc1)N1CCN(Cc2c(F)cccc2Cl)CC1 | -1%[56.1 µM] | -7% | u
CC(C(=O)NCc1ccccc1)N(CCN1CCOCC1)C(=O)c1snc(C(N)=O)c1N (stereo unspecified) | 6% | -9% | x
O=C(CO/N=C/c1cccc([N+](=O)[O-])c1)NC1CCCCCC1 | 3% | -8% | u
COc1ccc(CCC(=O)NCCS(=O)(=O)N2CCN(c3ccccc3)CC2)cc1 | 0% | -3% | u
COc1ccc(S(=O)(=O)NCc2cccnc2)cc1NC(=O)c1ccc(C)cc1 | x | -2% | u
CCCn1c(=O)c(C(=O)NCCc2ccc(Cl)cc2)c(O)c2ccccc21 | -5% | -8% | u
O=C(N/N=C/c1ccc(O)cc1)/C(=C/c1ccccc1)CCO | -1% | -3% | -2%
NC(=O)C1(C(N)=O)OC1c1ccccc1 (stereo unspecified) | x | -5% | -2%
Cc1nc2nc(SCc3ccc([N+](=O)[O-])cc3)[nH]c2cc1Br | 8% | 4% | -27%
CC(C)C(NS(=O)(=O)c1cccs1)C(=O)N(C)Cc1ccccc1 (stereo unspecified) | 2% | -2% | -4%
CC(=O)Nc1ccc(S(=O)(=O)Nc2ccc(F)c([N+](=O)[O-])c2)cc1 | 0% | 1% | -27%
Cc1cc(C)nc(Nc2ccccc2Br)n1 | 2% | 1% | -29%
Cc1ccc(N(C)S(=O)(=O)c2ccc3c(c2)CC(C)N3C(=O)C2CC2)cc1 (stereo unspecified) | -6% | -10% | u
CCN(CC(=O)NCc1cccs1)S(=O)(=O)c1cccc(C(C)=O)c1 | -3% | 0% | -14%
Cc1ccc(C)c(N2CCN(C(=O)Cn3ncc4c([nH]c5ccc(C)cc54)c3=O)CC2)c1 | 1% | -4% | 13µM*
Cc1ccc(NC(=O)c2ccc3nsnc3c2)c(Cl)c1 | 2% | -5% | u
COc1cccc(NC(=O)C(=O)NCC(c2ccco2)N2CCc3ccccc3C2)c1 (stereo unspecified) | 0% | -2% | u
CCCC1(C(=O)OC)NC(c2cccc(F)c2)C2C(=O)N(CC)C(=O)C21 (stereo unspecified) | 5% | -5% | u
CC(C)Oc1ccc(C(=O)N2CCN(c3nc4c(F)cc(F)cc4s3)CC2)cc1 | 3% | -1% | u
Cn1c(N)c(C(=O)COC(=O)c2ccc(Cl)nc2)c(=O)n(C)c1=O | -2% | -3% | -16%
COC(=O)c1ccc(C(=O)NC2CCCc3c2cnn3-c2ccc(C)c(C)c2)cc1 (stereo unspecified) | 3%[56.1 µM] | -25% | 1µM*
Nn1c(SCC(=O)NCC2CCCO2)nnc1-c1cc(Cl)ccc1Cl (stereo unspecified) | 5% | -1% | -16%
COc1ccc(NC(=O)c2ccc3[nH]c(C)c(C)c3c2)c(OC)c1 | x | -6% | 18µM*
COc1ccc(NC(=O)CSc2nnc(-c3ccccc3C)n2C)cc1 | 6% | 1% | 14%
Cn1c(SCC(=O)c2ccccc2)nnc1C1CC1 | -1% | -2% | u
COc1cc(NCc2ccc3nc(N)nc(N)c3c2C)cc(OC)c1OC | 19% | -18%&-2% | 0.12µM*
O=C(c1ccc(F)cc1)N1CCN(c2ncccn2)CC1 | 2% | 2% | -6%
CC(=O)c1cccc(NC(=O)Nc2nnc(N3CCCC3)s2)c1 | 3% | -4% | u
Cc1ccc(C(=O)/C=C/c2ccc(-c3ccc(C)cc3)o2)cc1 | 4% | -7% | 5.2µM*

(more compounds)
mol,TDP1 inh,KAT2A inh,DT40 TDP1 no CPT
CN1C(=O)C(C)(C)c2cc(S(=O)(=O)N3CCC(C(=O)NCc4ccc(F)cc4)CC3)ccc21,x,-3%,u
COc1cc(/C=N/Nc2ccc3ccccc3c2)ccc1OC(=O)c1ccco1,7%,-11%,-3%
CC(CC(=O)OCC(=O)NC1CCS(=O)(=O)C1)c1ccccc1 (stereo unspecified),0%,1%,1%
CCC(C(=O)OC)n1cnc2c(nnn2-c2ccc(C)cc2)c1=O (stereo unspecified),x,-28%,u
Cc1sc(N/N=C/C=C/c2ccccc2)nc1-c1ccccc1,6%,-5%,u
CCOc1ccccc1NC(=S)NCc1ccccc1,x,-1%,u
Cc1nn(-c2ccccc2)c2c1N(CCCC(=O)NC(C)c1ccccc1)C(=O)CS2 (stereo unspecified),5%,2%,u
CSC1=NCCN1C(=O)c1ccc(Br)o1,2%,-10%,-20%
C/C(=N/NC(=O)c1ccncc1)c1ccc(NC(=O)c2ccccc2)cc1,x,-7%,-23%
O=C(CN1C(=O)C2CC=CCC2C1=O)Nc1cc(C(F)(F)F)ccc1N1CCCC1 (stereo unspecified),-4%,-4%,-24%
CC(=O)n1cc([C@H]2C=C(C(=O)NCc3ccccc3)O[C@@H](OCCCCO)C2)c2ccccc21,8%,1%,u
Cc1ccccc1NC(=O)CCc1c(C)nn(-c2ccc(N3CCCCC3)nn2)c1C,0%&6%,-4%&-1%,21µM*!
Nc1c(C(=O)Nc2ccc(C(=O)O)cc2)sc2nc3c(cc12)CCCC3,x,-23%,u
O=C(Nc1ccc(F)c(Cl)c1)c1cccnc1,x,1%,u
Cc1cc(NC(=O)CSc2nnc(C)n2-c2ccccc2)no1,-3%,-12%,11%
COc1ccc(N2CCN(C(=O)c3ccccc3Br)CC2)c([N+](=O)[O-])c1,-5%,0%,15µM*
COC(=O)[C@H](Cc1ccccc1)NC(=O)NCCc1ccc(OC)cc1,x,1%,-7%
CCCSc1nc2c(c(=O)[nH]c(=O)n2C)n1C,8%,-5%,-4%
CC(C)Cn1c(N)c(C(=O)COC(=O)c2ccncc2)c(=O)n(C)c1=O,2%,29%,u
Cc1ccc(CNC(=O)c2cccc3c2C(=O)c2ccc(N4CCOCC4)cc2S3(=O)=O)cc1,-7%,0%,u
COC(=O)c1nn(-c2ccccc2)c(Sc2ccc(Cl)cc2)c1/C=N/O,4%,u,u
CCN(CC)CCCNC(=O)Cn1ncn2cccc2c1=O,7%,-9%,-4%
COc1ccc(CN(Cc2cccnc2)S(=O)(=O)c2ccc(-n3cnnn3)c(OC)c2)cc1,3%,-5%,u
O=[N+]([O-])c1ccc(Cl)c(/C=N/n2c(-c3ccncc3)n[nH]c2=S)c1,-4%,-1%,u
O=C(c1ccc(S(=O)(=O)N2CCCCC2)cc1)N1CCCc2ccccc21,5%,-12%,u
COc1ccc(N2CCN(S(=O)(=O)c3c(C)[nH]c(C)c3C(=O)N3CCCCC3)CC2)cc1,4%,-10%,9%
Cc1ccc(S(=O)(=O)Nc2ccccc2C(N)=O)cc1,4%,x,2%
O=C(N/N=C/c1ccc(Br)cc1)c1cc[n+](Cc2ccccc2)cc1,3%,120%[activator],-10%
N=C1SCC(=O)N1c1ncc(Cc2ccccc2Cl)s1,9%,-5%,u
O=C(O)CCC(=O)Nc1nc2nccc(-c3ccccc3)n2n1,5%,-28%,-7%
CCC1(C)Cc2c(sc3nc(SC)[nH]c(=O)c23)CO1 (stereo unspecified),7%,-1%,-3%
O=C(O)c1cc(-c2ccccc2)nc2nc(N3CCCCC3)sc12,0%,-18%,x
Cc1cnc(C(=O)NC2CCSc3ccccc32)cn1 (stereo unspecified),4%[56.1 µM],-12%,20%

Molecules from the list above containing an aryl thioether with sulfur outside any ring, in the order listed:
mol,TDP1 inh,KAT2A inh,DT40 TDP1 no CPT
CC(=O)c1ccc(NC(=O)CSc2nnc3c(n2)[nH]c2ccccc23)cc1,-2%,-16%,16µM*
Cc1cc(Br)ccc1NC(=O)CNC(=O)CSc1ncccn1,1%,-4%,-14%
Cc1cc(C(=O)CSc2nnc(-c3ccco3)o2)c(C)n1Cc1ccco1,5%,-13%,23µM*
Cc1nc2nc(SCc3ccc([N+](=O)[O-])cc3)[nH]c2cc1Br,8%,4%,-27%
Nn1c(SCC(=O)NCC2CCCO2)nnc1-c1cc(Cl)ccc1Cl (stereo unspecified),5%,-1%,-16%
COc1ccc(NC(=O)CSc2nnc(-c3ccccc3C)n2C)cc1,6%,1%,14%
Cn1c(SCC(=O)c2ccccc2)nnc1C1CC1,-1%,-2%,u
Cc1cc(NC(=O)CSc2nnc(C)n2-c2ccccc2)no1,-3%,-12%,11%
CCCSc1nc2c(c(=O)[nH]c(=O)n2C)n1C,8%,-5%,-4%
COC(=O)c1nn(-c2ccccc2)c(Sc2ccc(Cl)cc2)c1/C=N/O,4%,u,u
CCC1(C)Cc2c(sc3nc(SC)[nH]c(=O)c23)CO1 (stereo unspecified),7%,-1%,-3%

Screening results deposited in PubChem BioAssay by National Center for Advancing Translational Sciences (NCATS).

Some of the compounds tested, so the mix of outcomes need not match the whole.
